HTT ATP protect – Huntington cell model cytoprotection by ATP luminescence | 0.14% of 230,000 active | PC12 HTT-Q103 induced, cytoprotection, ATP luminescence, 40 h | Potency, µM (top dose mostly 56.4 µM), for the others: cytoprotection (ATP increase), hits mostly activators | AID 1471;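 also: potency is read from the fitted curve at half-maximal effect; % of control where 0% means no effect; nearly all actives have a fitted effect of over 45% in size; toxic huntingtin expression switched on by the ecdysone agonist tebufenozide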
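Rat PC12, Q103 Htt exon1-GFP fusion, ecdysone promoter; tebufenozide inducer 100 nM final; compound titration; qHTS, 1500 cells/well; ATPlite luminescent read.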
SMN2 splice enh – SMN2 splice variant enhancement; Potency, µM (highest dose often 46.1 µM), inactives show top-dose activity change, positive = activation, usual class: activators; HEK293 SMN2-luciferase splicing reporter, luminescence, 30-36 h; 2.8% of 210,000 active; also: potency is read from the fitted curve at half-maximal effect; % of control where 0% means no effect; nearly all actives have a fitted effect of over 55% in size
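HEK293 cells carry an SMN2 minigene-luciferase reporter in which exon 7 inclusion puts luciferase in frame. Cells were seeded at 2000 cells/well, attached for 10-12 hours, then exposed to compounds for 30-36 hours at 37C before ONE-Glo luminescence.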
HttQ103 aggreg – mutant huntingtin aggregation inhibition. PC12 HttQ103-GFP aggregates, Acumen cytometry, 40 h. Potency, µM (top dose mostly 46.1 µM), without a hit: at the top dose activity change, negative = inhibition, actives largely listed as inhibitors. 1.1% of 220,000 active. AID 1688; also: potency is read from the fitted curve at half-maximal effect; % is scaled to controls: 0 for no effect and ±100 for the full control effect; nearly all actives have a fitted effect of over 60% in size
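Aggregate formation scored by laser-scanning cytometer (488 excitation, 500–530 emission) in lysed PC12 cells expressing Q103-GFP after 100 nM tebufenozide induction; library tested in dose series, with ATPLite reagent added in the multiplex.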
KinaseGlo FLuc – blocks Kinase-Glo luciferase, a counter-screen artifact; Q27757; Kinase-Glo luciferase, ATP luminescence, 8 min; Potency, µM (top dose mostly 38.3 µM), for inactives: at the top dose activity change, negative = inhibition, hits mostly inhibitors; 0.28% of 200,000 active; AID 1379; also: potency is read from the fitted curve at half-maximal effect; % is scaled to controls: 0 for no effect and ±100 for the full control effect; nearly all actives have a fitted effect of over 60% in size
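Compounds were added to a substrate mix at pH 7.2 (50 mM imidazole, 10 uM ATP, within the enzyme's linear range), followed by Kinase-Glo detection reagent; luminescence was measured after 8 minutes at ambient temperature.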
Lamin A splicing – changes lamin A minigene splicing in HeLa cells | Potency, µM (titrated, usually from 46.1 µM), for the others: at the top dose ratio change, negative = inhibition, usual class: inhibitors | HeLa LMNA splicing GFP/RFP minigene ratio, 48 h | 0.01% of 200,000 active | AID 1487; active = well fitted inhibition curve with a large enough effect in the signal ratio, with a control signal flat, not every such curve was filed as active; inconclusive = small, poorly fitted or top-dose-only effect, or effect the other way, or a change in a side signal; the % refers to the signal ratio; also: potency is read from the fitted curve at half-maximal effect; % is scaled to controls: 0 for no effect and ±100 for the full control effect
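Read-out is the ratio of GFP to DsRed2 object intensity, acquired by 488 nm laser-scanning cytometry on HeLa lamin A-EGFP minigene reporter cells. Compound incubation 48 hrs at 37 °C in Opti-MEM with 2% FBS; DMSO 0.5% final.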
CBFb RUNX1 block – inhibitors of human CBF-beta and RUNX1 interaction. Q01196+Q13951. AlphaScreen CBFb-His/RUNX1-biotin binding, biochemical. 230,000 tested, under 10 active. AID 1477. Potency, µM (highest dose often 59.8 µM), inactives show at the top dose activity, negative = inhibition, usual class: inhibitors; also: % of control where 0% means no effect
Target sequence (Q01196 whole entry, looked up): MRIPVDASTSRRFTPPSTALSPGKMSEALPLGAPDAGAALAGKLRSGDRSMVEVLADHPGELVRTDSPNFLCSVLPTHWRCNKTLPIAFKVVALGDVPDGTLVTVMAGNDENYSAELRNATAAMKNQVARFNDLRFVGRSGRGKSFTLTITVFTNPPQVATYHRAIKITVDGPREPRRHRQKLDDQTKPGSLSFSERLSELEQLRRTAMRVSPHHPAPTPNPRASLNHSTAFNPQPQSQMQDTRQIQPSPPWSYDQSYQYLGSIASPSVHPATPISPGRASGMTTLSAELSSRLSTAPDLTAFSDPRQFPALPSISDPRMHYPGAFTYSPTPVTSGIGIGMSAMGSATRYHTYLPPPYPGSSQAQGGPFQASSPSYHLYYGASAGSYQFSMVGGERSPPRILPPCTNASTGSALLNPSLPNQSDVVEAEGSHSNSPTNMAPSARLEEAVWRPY
Target sequence (Q13951 whole entry, looked up): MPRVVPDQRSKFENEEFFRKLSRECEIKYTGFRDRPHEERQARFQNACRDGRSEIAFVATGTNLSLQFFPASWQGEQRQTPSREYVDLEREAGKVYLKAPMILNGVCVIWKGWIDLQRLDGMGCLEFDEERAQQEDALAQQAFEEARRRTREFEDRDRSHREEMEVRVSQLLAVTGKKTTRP
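Read-out: AlphaScreen. Format: His-CBF-beta with biotinylated RUNX1 (30 nM each) preincubated 20 min, compound 15 min, Ni-chelate plus streptavidin beads 90 min; room temperature throughout.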
IMPase Li cell – membrane-permeable IMPase blocker, potentiated with lithium; CHO-M1 cells, IP1 TR-FRET (IP-One), carbachol + lithium; Potency, µM (doses to about 59.4 µM), without a hit: at the top dose activity, negative = IMPase inhibition, actives largely listed as inhibitors; 0.35% of 210,000 active;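 also: IP1 builds up when IMPase is blocked and the TR-FRET signal falls; potency is read from the fitted curve at half-maximal effect; plate controls were basal vehicle for no effect and high inhibitor control for full effect; nearly all actives have a fitted effect of over 50% in size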
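Lithium-sensitised IP1 accumulation assay; M1-expressing CHO cells treated 30 min at 37C with compound. Competitive antibody detection by time-resolved FRET followed a 10 min room-temperature lysis step.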
An asterisk follows results filed as active; u = inconclusive; x = no result given; [ ] = another dose, or the depositor's remark. Unless noted, calls follow the shape of the dose curve; as a rule, active = well fitted curve in the direction sought with a large enough effect; inconclusive = small, poorly fitted or top-dose-only effect, or another doubt; inactive = no such curve, though single readings can be large; an effect the other way counts as inactive or inconclusive. Outcome played no part in choosing rows; about 4% have a hit in one of these screens.

Molecule	HTT ATP protect	SMN2 splice enh	HttQ103 aggreg	KinaseGlo FLuc	Lamin A splicing	CBFb RUNX1 block	IMPase Li cell
N#Cc1ccc(-c2ccc(F)cc2)nc1SCC(=O)Nc1sc2c(c1C#N)CCC2	-23%	-28%	-5%	-2%	5%	4%	u
COc1ccc(Nc2c3c(c(C#N)c4nc5ccccc5n24)CCC3)cc1	2%	u	9%	-4%	0%	-2%	-1%[38.3 µM]
CN1CCN(C(=S)Nc2ccc(S(N)(=O)=O)cc2)CC1	14%	7%	u	1%	2%[46 µM]	6%	4%
C=CCNc1nc(N)c(C(=C(C#N)C#N)c2ccc(Br)cc2)s1	17%[10 µM]	-15%	6%	-2%	u	-3%	1%
COc1ccc(C(=O)c2ccccc2)cc1Br	-11%	-4%	-2%	-2%	4%	10%	-13%[38.3 µM]
COc1ccc(C(C[N+](=O)[O-])C2(c3ccc(OC)c(OC)c3)C(=O)c3ccccc3C2=O)cc1 (stereo not given)	-10%[10 µM]	25µM*	u	-4%	u	-12%	47%[activator]
O=C(Nc1cccc([N+](=O)[O-])c1)c1ccccc1	-7%[10 µM]	x	-16%[9.22 µM]	x	x	4%	x
O=C(NCc1ccco1)c1cc(=O)c2ccccc2o1	-5%	2%	-7%	4%	-10%[46 µM]	-13%	4%
O=C(O)CCc1nn2c3ccccc3n(CC(=O)c3cccs3)c2nc1=O	6%	2%	-9%	-2%	x	2%	-10%
Cc1[nH]c2ccccc2c1C(=O)C(=O)NCCc1ccc(S(N)(=O)=O)cc1	x	-16%	16%	-4%	3%	-1%	3%
COc1ccc(CNC2CCCc3ccccc32)cc1OC (stereo not given)	-12%[10 µM]	-18%	2%	-3%	-3%	5%	1%
NS(=O)(=O)c1ccc(NC(=S)N2CCN(c3ccccc3)CC2)cc1	10%[10 µM]	-10%	1%	-2%	-5%	4%	1%
N#CC(Cc1ccc(O)c(O)c1)C(=O)N1CCc2ccccc21 (stereo not given)	x	u	x	-3%	u	-22%	38%[activator]
Cc1ccnc(SCCn2c(Br)nc3c2c(=O)[nH]c(=O)n3C)n1	6%	-1%	3%	-3%	-8%	7%	2%[38.3 µM]
O=C(CN1CCN(c2ccccn2)CC1)Nc1ccc(Oc2ccccc2)cc1	-3%	1%	-3%	-7%	-9%	-5%	1%[38.3 µM]
Cc1c(CC(=O)O)c(=O)oc2c(C)c(OCc3nn[nH]n3)ccc12	4%[10 µM]	x	8%[9.22 µM]	x	x	8%	x
COc1cccc(C(=O)CSc2nnc(CNS(C)(=O)=O)n2-c2ccc(C)cc2)c1	-11%[10 µM]	-12%	3%	-4%	6%	8%	-6%[38.3 µM]
COC(=O)c1ccc(NC(=O)N2CCOCC2)cc1	-20%[10 µM]	-4%	6%	-2%	-2%	3%	-4%[38.3 µM]
Cc1ccccc1NC(=O)CSc1n[nH]c(-c2ccco2)n1	-8%[10 µM]	x	10%[9.22 µM]	-1%	2%[46 µM]	1%	8%
Cc1c(C(=O)NCCSCc2ccccc2)cccc1[N+](=O)[O-]	-5%[10 µM]	x	12%[9.22 µM]	0%	13%[46 µM]	-5%	5%
Cc1ccc2nc(NC(=O)c3ccco3)sc2c1	-135%[inhibitor]	1.1µM*	-14%	u	15%	-7%	-8%[38.3 µM]
CCCc1nn2c(=O)c(C(c3cccc(Cl)c3)c3c(O)nc4sc(CCC)nn4c3=O)c(O)nc2s1	22%	8%	10%	1%	10%	0%	0%[38.3 µM]
O=C(Cn1nnc(-c2cccs2)n1)NCc1ccco1	-2%[10 µM]	x	-6%[9.22 µM]	1%	-4%[46 µM]	2%	3%
CCOC(=O)C1(CCCc2ccccc2)CCN(Cc2ccn[nH]2)CC1	-5%[10 µM]	x	-2%[9.22 µM]	x	x	13%	9%
COc1cccc(Nc2ncc3nc(CCc4ccccc4)c(=O)n(C[C@H]4CCCO4)c3n2)c1	-36%[inhibitor]	-27%	x	-2%	x	x	16%
Cc1ccc2c(c1)C(O)(C1COC(C)(C)CC1=O)C(=O)N2C (stereo not given)	-8%[10 µM]	-9%	13%[9.22 µM]	0%	-11%[46 µM]	-2%	5%
Cc1ccccc1S(=O)(=O)Cc1ccc(C(=O)NCc2cccnc2)o1	19%[10 µM]	-28%	0%	1%	-14%	3%	27%[38.3 µM]
COc1cccc(CN(C)CC(=O)Nc2ccccc2N2CCOCC2)c1OC	-41%	-56%[inhibitor]	6%[9.22 µM]	-1%	x	11%	-6%
CC1=C(C)CC(C(=O)N2CCN(Cc3ccccc3)CC2)C(C(=O)O)C1 (stereo not given)	5%	23%	-7%	7%	-6%	-29%	19%[38.3 µM]
O=c1c2sccc2nc(SCc2cc(=O)n3cc(Cl)ccc3n2)n1-c1ccc(F)cc1	-24%[10 µM]	x	4%	x	-14%	3%	x
COc1ccc(CNc2nc3ccccc3n2CCN2CCCCC2)cc1	-25%	-23%	1%	-2%	-30%[46 µM]	9%	12%
Cc1nn(CC(N)=O)c(=O)c2ccccc12	2%	-17%	-19%	1%	u	5%	0%[38.3 µM]
COc1cccc(C2(O)CCN(C(=O)c3cccs3)CC2)c1	-13%	-6%	5%	4%	15%	7%	-4%[38.3 µM]
COc1ccc(-n2c(COc3ccc(C)cc3)nnc2SCc2ccc(C#N)cc2)cc1	-49%[inhibitor]	-20%	6%[1.84 µM]	4%	1%	-7%	-1%[38.3 µM]
CC1CCCN(C(=S)NC2CCCC2)C1 (stereo not given)	5%	-2%	-3%	0%	-5%[46 µM]	11%	7%
COc1ccc(/C=N/NC(=O)Cn2cnc3ccccc3c2=O)cc1OC	26%[10 µM]	-1%	-1%	2%	10%	0%	4%

Rewritten with two lines to a compound: entries from further up.
Under each structure – HTT ATP protect | SMN2 splice enh | HttQ103 aggreg | KinaseGlo FLuc | Lamin A splicing | CBFb RUNX1 block | IMPase Li cell
- CC1=C(C)CC(C(=O)N2CCN(Cc3ccccc3)CC2)C(C(=O)O)C1 (stereo not given)
→ 5% | 23% | -7% | 7% | -6% | -29% | 19%[38.3 µM]
- O=c1c2sccc2nc(SCc2cc(=O)n3cc(Cl)ccc3n2)n1-c1ccc(F)cc1
→ -24%[10 µM] | x | 4% | x | -14% | 3% | x

Shown field by field: entries from further up
compound: COc1ccc(-n2c(COc3ccc(C)cc3)nnc2SCc2ccc(C#N)cc2)cc1
  HTT ATP protect = -49%[inhibitor]; SMN2 splice enh = -20%; HttQ103 aggreg = 6%[1.84 µM]; KinaseGlo FLuc = 4%; Lamin A splicing = 1%; CBFb RUNX1 block = -7%; IMPase Li cell = -1%[38.3 µM]

compound: O=c1c2sccc2nc(SCc2cc(=O)n3cc(Cl)ccc3n2)n1-c1ccc(F)cc1
  HTT ATP protect = -24%[10 µM]; SMN2 splice enh = x; HttQ103 aggreg = 4%; KinaseGlo FLuc = x; Lamin A splicing = -14%; CBFb RUNX1 block = 3%; IMPase Li cell = x

compound: Cc1ccccc1S(=O)(=O)Cc1ccc(C(=O)NCc2cccnc2)o1
  HTT ATP protect = 19%[10 µM]; SMN2 splice enh = -28%; HttQ103 aggreg = 0%; KinaseGlo FLuc = 1%; Lamin A splicing = -14%; CBFb RUNX1 block = 3%; IMPase Li cell = 27%[38.3 µM]

compound: CC1CCCN(C(=S)NC2CCCC2)C1 (stereo not given)
  HTT ATP protect = 5%; SMN2 splice enh = -2%; HttQ103 aggreg = -3%; KinaseGlo FLuc = 0%; Lamin A splicing = -5%[46 µM]; CBFb RUNX1 block = 11%; IMPase Li cell = 7%

Carrying on:
Molecule	HTT ATP protect	SMN2 splice enh	HttQ103 aggreg	KinaseGlo FLuc	Lamin A splicing	CBFb RUNX1 block	IMPase Li cell
COc1ccc(OC(=O)c2ccncc2)cc1	24%	-1%	-20%	-5%	u	3%	0%[38.3 µM]
CC(=O)[C@H]1[C@H](C#N)CC2C3CC=C4C[C@@H](O)CCC4(C)C3CCC21C (stereo not given in full)	x	x	x	-2%[39.9 µM]	x	9%	16%
COc1ccc(-c2nnn(CC(=O)N(C3CCCC3)C(C)C(=O)NC3CCCC3)n2)cc1OC (stereo not given)	7%	15%	-13%[9.22 µM]	0%	11%	1%	-1%[38.3 µM]
CCc1nnc(NC(=O)c2cc(OC)c(OC)cc2[N+](=O)[O-])s1	-48%[inhibitor]	x	-7%	0%	x	-2%	12%
COc1cc(OC)cc(C(=O)NC(C)c2cnn(-c3ccccc3C)c2C)c1 (stereo not given)	6%[10 µM]	-6%	-11%[9.22 µM]	0%	x	4%	4%
COc1ccc(N(CC(O)CN2C(=O)NC(C)(C)C2=O)S(=O)(=O)c2ccccc2)cc1 (stereo not given)	2%	1%	9%	-1%	1%	-5%	10%[38.3 µM]
Cn1c(=O)c2c(ncn2CC(=O)Nc2nc3ccc(F)cc3s2)n(C)c1=O	-9%	3%	13%	-4%	-11%	6%	24%[38.3 µM]
CC(C)[C@H](NC(=O)c1ccccc1)C(=O)OCC(=O)N1CC2(C)CC1CC(C)(C)C2 (stereo not given in full)	-1%[10 µM]	-14%[1.84 µM]	17%	-2%	-2%	4%	7%
Cc1cc2cc(CCNC(=O)c3ccc(C)c([N+](=O)[O-])c3)c(=O)[nH]c2cc1C	14%[10 µM]	-2%	9%	5%	u	5%	-20%
Cc1cc(N2CCOCC2)nc(NCc2ccccc2)n1	2%[10 µM]	-21%	u	-6%	-1%	5%	0%[38.3 µM]
O=C(Nc1ccccc1N1CCCCC1)c1cccc(F)c1	7%	-37%[inhibitor]	-7%	3%	13%	14%	39%[activator][38.3 µM]
COc1ccccc1N1CCN(/N=C/c2cccc(OC)c2O)CC1	-14%[10 µM]	25µM*	24%[9.22 µM]	-25%	x	-1%	-8%
Cc1ccc(C=Nc2cc([N+](=O)[O-])ccc2C)s1	-27%[0.074 µM]	13%	-2%	1%	-2%	-3%	-3%
CCc1nnc(NS(=O)(=O)c2ccc(N=Cc3c(C)[nH]n(-c4ccc(Cl)cc4)c3=O)cc2)s1	22%[10 µM]	-9%[1.84 µM]	-6%	-8%	-4%	-11%	21%
COc1ccc(NC2=NCCC(=O)N2Cc2cccs2)cc1	-2%	2%	25%	-1%	0%	-8%	-9%[38.3 µM]
Cc1ccc(C(=O)OC2CCS(=O)(=O)c3sccc32)cc1 (stereo not given)	-4%	-25%	-1%	-3%	14%	6%	-1%[38.3 µM]
